Compound activity as filed in PubChem BioAssay.
ssDAF12 agonist: S. stercoralis DAF-12 activation, primary screen; HEK293 ssDAF-12/GRIP1 lit1-tk-luc reporter, luminescence; % of 3 µM dafachronic acid response; 1% of 370,000 active; activation, % at 6.8 µM;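 active = activation above the mean over all tested compounds plus 3 SD, cut at about 0.9% in these data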;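 also: 0% = DMSO-only wells and 100% = 3 µM delta7-dafachronic acid wells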
SMARCA2 act: increases SMARCA2 function in MMTV reporter cells; MG213 cells, MMTV-luciferase reporter, dexamethasone, overnight; activation, % at 9.1 µM; 1% of 370,000 active; in the data active = activation above about 7.8%;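 also: 0% = vehicle wells and 100% = reference activator wells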
hcDAF-12 act: activates DAF-12 receptor from parasite H. contortus | 1.4% of 370,000 active | activation, % at 6.8 µM | HEK293 hcDAF-12 lit1-tk-luc reporter, luminescence; 0% DMSO, 100% Δ7-dafachronic acid;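 active = activation above the mean of all tested compounds plus 3 SD, cut at about 5.5% in these data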;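 also: 100% = response to 3 µM Δ7-dafachronic acid high control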
Rev-erbA mod: Rev-erb alpha (human) modulation; P20393; 0.79% of 370,000 active; activity, % at 10 µM; Rev-erbα–FITC-DNA binding, fluorescence polarization, 90 min;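 active = activity above about 14%, limit read from the data; passing the limit was not always enough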;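 also: 0% = DMSO wells with 35 nM protein and 100% = DMSO wells with 750 nM protein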
Target sequence (P20393 whole entry, looked up): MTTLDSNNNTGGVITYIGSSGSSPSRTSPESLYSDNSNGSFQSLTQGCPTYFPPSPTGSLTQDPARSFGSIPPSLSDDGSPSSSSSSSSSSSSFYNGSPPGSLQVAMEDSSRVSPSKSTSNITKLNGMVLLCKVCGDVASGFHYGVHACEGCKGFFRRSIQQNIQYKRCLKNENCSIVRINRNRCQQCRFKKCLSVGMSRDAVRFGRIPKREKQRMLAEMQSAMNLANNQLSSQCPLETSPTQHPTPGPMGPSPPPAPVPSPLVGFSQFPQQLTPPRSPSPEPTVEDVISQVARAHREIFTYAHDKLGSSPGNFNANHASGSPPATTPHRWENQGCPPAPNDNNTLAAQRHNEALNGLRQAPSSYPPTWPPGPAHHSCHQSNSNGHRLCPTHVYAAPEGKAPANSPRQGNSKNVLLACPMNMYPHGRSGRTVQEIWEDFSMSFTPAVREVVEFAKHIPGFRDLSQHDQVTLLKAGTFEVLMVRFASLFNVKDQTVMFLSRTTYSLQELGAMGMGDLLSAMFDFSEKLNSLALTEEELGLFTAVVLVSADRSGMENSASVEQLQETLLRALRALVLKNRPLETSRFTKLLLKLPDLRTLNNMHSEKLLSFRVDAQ
ADAM17 inh: inhibitors of human ADAM17; P78536; 0.83% of 370,000 active; inhibition, % at 6.95 µM; recombinant ADAM17, EDANS/DABCYL FRET peptide cleavage; AID 720648;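 active = inhibition above the mean of compounds lying between control limits plus 3 SD, set per campaign, cut at about 8.5% in these data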;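 also: 0% = DMSO-only wells as the low control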
DAX1 inh-1: inhibitors of human orphan nuclear receptor DAX1 (NR0B1) | P51843 | HEK293 Gal4-DAX1 luciferase reporter, luminescence | inhibition, % at 6.75 µM | 0.99% of 340,000 active | AID 504766;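 active = inhibition above the mean over all tested compounds plus 3 SD, cut at about 4.2% in these data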;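 also: 0% = DAX1-transfected cells with DMSO and 100% = empty-vector control cells with DMSO; inhibition shows as a rise in luminescence from relieved DAX1 repression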
Target sequence (P51843 207-470 limits assumed): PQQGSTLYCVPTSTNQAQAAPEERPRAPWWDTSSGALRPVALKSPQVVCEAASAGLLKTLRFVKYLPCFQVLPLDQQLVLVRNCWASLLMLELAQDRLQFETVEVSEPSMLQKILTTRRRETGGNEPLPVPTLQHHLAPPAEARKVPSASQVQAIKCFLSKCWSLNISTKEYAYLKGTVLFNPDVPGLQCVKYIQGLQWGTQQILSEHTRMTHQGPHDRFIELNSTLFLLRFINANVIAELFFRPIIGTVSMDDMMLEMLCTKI
PLCg1 inh: inhibitors of human phospholipase C gamma1; P19174; purified PLC-gamma1, fluorogenic substrate, fluorescence; inhibition, % at 12.2 µM; 0.84% of 370,000 active; AID 720700; in the data active = inhibition above about 9.5%
MBD2 DNA inh: inhibitors of human MBD2 binding to methylated oligonucleotide. Q9UBB5. 0.31% of 370,000 active. TR-FRET. inhibition, % at 4.4 µM; in the data active = inhibition above about 13%
DAX1 inh-2: blocks DAX1 repression of SF-1 activated StAR promoter. AID 652010. inhibition, % at 6.8 µM. 1.1% of 370,000 active. HEK293T StAR-luciferase reporter, SF-1/DAX-1 repression relief;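 active = inhibition above the mean over all tested compounds plus 3 SD, cut at about 3.6% in these data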;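 also: 0% = DAX-1 cells with DMSO and 100% = cells lacking DAX-1 with DMSO; higher inhibition means more luminescence from relief of DAX-1 repression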
PLCb3 inh: blocks human PLC-beta3 enzyme activity. Purified PLC-beta3, fluorogenic substrate, fluorescence. inhibition, % at 12.2 µM. 0.18% of 370,000 active. AID 720704; in the data active = inhibition above about 11%;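 also: 0% = median of compound wells on plate and 100% = full blocker control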
hgDAF-12 ag: agonists of H. glycines DAF-12 nuclear receptor | HEK293 GAL4-hgDAF12 UAS-luciferase reporter, agonist luminescence; normalized to butyrate control | activation, % at 6.8 µM | 1.8% of 370,000 active | AID 687014;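 active = activation above a cutoff set at the mean of all screened compounds plus 3 SD, cut at about 10% in these data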;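 also: 0% = DMSO wells and 100% = sodium butyrate wells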
Starred values were filed as active, the others as inactive; i = inactive; . = not tested or not shown.

SMILES	ssDAF12 agonist	SMARCA2 act	hcDAF-12 act	Rev-erbA mod	ADAM17 inh	DAX1 inh-1	PLCg1 inh	MBD2 DNA inh	DAX1 inh-2	PLCb3 inh	hgDAF-12 ag
Cc1csc(NC(=O)CSc2nnc(-c3cc(C)on3)o2)n1	-1.1	1	2.2	4	-3	0.9	-2	-1	-0.1	0	6.3
Cc1cc2c(OCC(CNC(C)(C)C)OC(=O)c3ccccc3)cccc2[nH]1 (stereo unspecified)	-2.1	1	-2.7	-1	-2	.	0	-1	-0.1	0	-2.6
CCOC(=O)c1ccc(S(=O)(=O)N2CCN(C(=O)c3ccccn3)CC2)cc1	-0.1	-2	-1.6	0	-3	0.3	1	10	-1.4	-7	-1.2
COC(=O)c1ccc(NC(=S)NN2CCCCC2c2cccnc2)cc1 (stereo unspecified)	-1.5	-2	1.4	-5	-3	0.3	2	-3	0.1	-10	-1.0
COCCN1CCN(C(=O)C2CCC(=O)N(Cc3ccccc3OC)C2)CC1 (stereo unspecified)	-0.9	0	-0.6	-3	-4	-0.4	1	4	1.2	-6	2.5
CCOC(=O)c1cc2ccccc2n1C1CCN(C)CC1	-1.0	-5	-0.8	-1	-7	.	2	-6	0.2	0	1.5
O=C1C(=O)N(CCN2CCOCC2)C(c2ccc([N+](=O)[O-])cc2)/C1=C(/O)c1ccc2c(c1)OCO2 (stereo unspecified)	-0.6	3	1.4	-1	-2	2.3	-4	-4	-1.5	-14	-0.6
COc1ccc(CN(C)CCCn2cnc3c(SC)ncnc32)cc1OC	-0.8	-4	-0.6	-1	0	-1.1	2	3	0.9	1	1.8
COc1ccc(OCCn2ccnc2)cc1	-0.2	0	1.5	1	-1	1.7	-3	-2	-0.4	-3	2.1
COc1ccc(CNC(=O)c2coc(=O)c3ccccc23)c(OC)c1	-1.5	0	-0.8	2	-5	-0.6	-4	-2	-0.6	-10	1.3
O=C(CCn1nc(-c2ccccc2)c2ccccc2c1=O)NN1CCOCC1	-1.0	2	-2.6	-4	-2	-1.2	2	-3	0.0	2	-3.5
CC(Sc1nc2ccccc2n1C)C(=O)Nc1ccc(N2CCOCC2)cc1 (stereo unspecified)	-1.4	2	0.1	-7	3	-1.0	-3	-7	0.7	-2	-1.8
COc1cc(NC(=O)C2=C(C)OCCS2)c(Cl)cc1C(=O)NCCN(C)C	-1.1	-2	0.6	-3	0	-0.8	3	6	0.0	0	-1.1
C#CCN(C)CC/C=C1\c2ccccc2CSc2ccccc21	-1.5	-4	-1.3	1	6	0.2	10*	0	0.1	10	-2.1
CN1C(=O)C(O)(C2OC(C)(C)CCC2=O)c2ccccc21 (stereo unspecified)	-1.2	0	1.2	-1	-10	1.1	-4	-1	0.2	2	2.4
COc1ccccc1NC(=O)Nc1nc(CC(=O)N2CCN(c3ccccc3F)CC2)cs1	-0.7	0	-2.3	0	4	0.1	-2	-2	-2.9	4	-6.1
Cc1oc(-c2cccs2)nc1CNC[C@H]1O[C@@H](n2cnc(C(N)=O)n2)[C@H](O)[C@@H]1O	-1.0	-2	-0.3	6	-5	0.1	-2	-5	0.3	-2	0.3
Cc1ccc(-n2nnnc2-c2cnoc2-c2cccc(F)c2)cc1	-1.3	0	-2.5	6	-2	1.5	0	-4	-1.0	1	-0.9
O=C(CCCN1C(=O)CCC1=O)Nc1ccc(Cl)c(C(F)(F)F)c1	-0.6	0	-0.2	2	0	-0.5	5	-7	-0.5	1	0.2
CC(C)n1cnc2cc(NCc3nc4ccccc4n3C)ccc21	-0.6	3	6.7*	1	-11	1.0	-29	-2	2.4	-31	14*
CC(C)Oc1cccc(C(=O)C2CCCN(C(=O)c3ccsc3)C2)c1 (stereo unspecified)	-0.5	-2	-1.3	-11	-10	0.5	6	1	-0.4	-26	-0.9
CCOc1cc(NC(=O)CCl)c(OCC)cc1NC(C)=O	-1.7	-4	1.3	5	0	-0.9	1	3	-2.5	2	-6.0
O=C(CN1CCN(c2ncc(C(F)(F)F)cc2Cl)CC1)Nc1ccc2c(c1)OCO2	-1.0	-3	4.5	-3	-5	-0.3	-7	5	0.8	-4	0.1
CCOC(=O)COc1ccc(S(=O)(=O)Nc2ccc3c(c2)OCO3)cc1	-1.4	-3	-0.7	-3	-1	-0.1	3	1	-0.5	3	-0.2
CCCn1c(C)cc(/C=C(\C#N)C(=O)OCC(=O)Nc2ccc(OC)c(Cl)c2)c1C	-1.0	3	0.8	7	-4	-0.5	-17	3	0.2	-23	-1.4
Cc1nc(NC(=O)CSc2nc(N)cc(N)n2)sc1C	-0.4	-2	-1.7	-2	-2	-0.2	0	-5	0.0	-4	-2.0
CC(=O)N1CCN(c2ccc(N3CCN(Cc4ccccc4)[C@H](C)C3)c(C)c2)[C@H](C)C1	-1.2	-4	-1.9	-5	-4	.	-2	-4	-1.0	1	3.1
O=C(CN(c1cc(Cl)ccc1Cl)S(=O)(=O)c1ccccc1)N1CCOCC1	-1.0	-1	-1.6	3	-1	0.2	1	-2	-1.7	-3	-1.1
O=C(O)c1cccc(-n2cccc2/C=C2/NC(=O)N(Cc3ccccc3F)C2=O)c1	-1.1	-1	-1.2	-8	-3	0.8	0	-6	-0.2	2	2.7
N/C(=N\OC(=O)COc1ccc(Br)cc1)c1cccc([N+](=O)[O-])c1	-1.6	-2	-0.3	-1	-4	1.9	0	4	0.2	-7	-0.7

Exported in CSV form: 2 of the compounds above.
SMILES,ssDAF12 agonist,SMARCA2 act,hcDAF-12 act,Rev-erbA mod,ADAM17 inh,DAX1 inh-1,PLCg1 inh,MBD2 DNA inh,DAX1 inh-2,PLCb3 inh,hgDAF-12 ag
COc1ccc(CNC(=O)c2coc(=O)c3ccccc23)c(OC)c1,-1.5,0,-0.8,2,-5,-0.6,-4,-2,-0.6,-10,1.3
O=C(CCn1nc(-c2ccccc2)c2ccccc2c1=O)NN1CCOCC1,-1.0,2,-2.6,-4,-2,-1.2,2,-3,0.0,2,-3.5

Carrying on.
SMILES	ssDAF12 agonist	SMARCA2 act	hcDAF-12 act	Rev-erbA mod	ADAM17 inh	DAX1 inh-1	PLCg1 inh	MBD2 DNA inh	DAX1 inh-2	PLCb3 inh	hgDAF-12 ag
O=C1c2ccccc2NC(c2ccc(-c3cccs3)o2)N1O (stereo unspecified)	1.0*	5	7.1*	-3	-389	2.5	-423	-7	2.4	i	12*
O=C(c1ccc(F)cc1Cl)N1CCCC(c2nc(-c3cccs3)no2)C1 (stereo unspecified)	-1.2	-2	-2.0	-1	-1	.	0	-2	-0.1	1	1.4
O=C(NCCCN1CCOCC1)C1CCC(=O)N1C1CCCCC1 (stereo unspecified)	-1.3	-2	-1.0	-5	-1	0.3	0	-2	0.1	0	1.7
CC1ON=C(c2ccccn2)N(Cc2ccc(S(C)(=O)=O)cc2)C1=O (stereo unspecified)	-1.6	-2	10*	-3	-5	.	0	2	-0.4	-10	1.9
O=C(O)c1ccc(N/N=C/c2ccc(-c3ccc(Cl)cc3Cl)o2)cc1	-1.3	1	0.9	2	-8	-2.6	-146	2	5.1*	-216	0.3
Cc1cc(=O)[nH]c(SCC(=O)Nc2ccc(S(=O)(=O)N3CCCCC3)cc2)n1	-1.6	-3	0.1	-1	2	1.4	-3	6	0.1	2	-1.4
Cc1cc2cc(C)c3nnc(SCc4ccccn4)n3c2cc1C	-1.1	-4	-1.6	0	-4	-0.6	-1	-9	-0.5	-2	-1.4
CC(C)n1cnnc1SCC(=O)NNC(=O)COc1ccc(Cl)cc1	-0.3	0	-1.0	-6	-2	2.4	0	1	-0.3	5	2.5
COC(=O)C[C@@H]1C[C@@H]2c3cc(NS(=O)(=O)c4ccc(F)cc4)ccc3O[C@@H]2[C@H](CO)O1	-0.2	-5	-1.6	1	-3	0.1	-3	4	0.6	-2	-2.3
CCC(C)(C(=O)NC1CCCCC1)N(Cc1ccco1)C(=O)c1ccc2c(c1)OCO2 (stereo unspecified)	-1.9	-5	-2.1	0	-3	1.3	1	0	-0.6	-3	1.5
CC(OC(=O)CN1C(=O)COc2ccccc21)C(=O)NCc1ccc(F)cc1 (stereo unspecified)	-0.8	1	-0.2	-4	5	2.1	5	0	-0.1	6	-1.2
CN(N=Nc1nc[nH]c1C(N)=O)C1CCCCC1	-0.9	-4	-1.4	-6	-5	.	1	2	0.3	-1	-4.5
Nc1c(C(=O)NC2CCCCC2)nsc1C(=O)OCC(=O)NC1CCCCC1	-1.7	-4	-2.1	2	-14	1.0	-5	6	-0.5	-7	-1.8
c1ccc(-c2cnc(CN3CCN(c4ccccc4)CC3)o2)cc1	-0.8	-1	-0.9	1	-4	0.7	1	10	0.5	-12	0.9
COc1ccc(C(=O)N(C)Cc2ccon2)cc1OC1CCN(C(C)C)CC1	-0.6	-1	0.9	0	2	-0.2	-2	-5	0.7	-4	-0.8
CC(C)Oc1ccc(C2CC(=O)NC2=O)cc1 (stereo unspecified)	-1.2	1	-0.9	-6	2	2.0	-2	1	-0.5	-3	-0.6
O=S(=O)(NCc1cccc(C(F)(F)F)c1)NCc1ccccc1F	-1.2	1	-0.6	5	4	-0.3	4	2	-0.3	0	2.9
COc1ccc(-c2noc(COc3ccc4c(c3)OCO4)n2)cc1OC	-0.8	1	-1.7	4	1	0.4	5	0	-0.3	1	-2.3
CC(Oc1ccc(Cl)cc1Cl)C(=O)NNC(=O)C(=O)N1CCCCC1 (stereo unspecified)	-1.4	-1	-2.6	2	0	-0.8	1	-4	0.0	0	-3.5
COc1ccc(/C=N/NC(=O)CCn2cnc(-c3ccccc3)c2-c2ccccc2)cc1	-0.5	1	-0.1	-5	6	-0.2	2	0	-0.9	0	-3.2
COC(=O)c1ccc2c(=O)[nH]c(COC(=O)c3c(-c4ccccc4)noc3C)nc2c1	-0.3	1	-0.5	1	-13	1.5	-2	0	0.5	-6	-0.1
O=C(COc1ccc(S(=O)(=O)N2CCOCC2)cc1Cl)N1CCCC1	-1.6	-4	-0.1	-5	1	-0.3	-1	1	-0.1	-7	1.5
COc1ccc(C)cc1NC(=O)NC1CCCCCCC1	-1.0	-1	-2.4	-3	1	0.2	-1	-2	1.6	-6	4.1
Cc1[nH]nc(C(F)(F)F)c1N=NN1CCOCC1	-2.2	-4	-4.2	1	-3	-4.8	-1	8	-2.5	3	-6.5
Cc1ccc(CN(C)C(=O)c2ccc3c(c2)NC(=O)CS3)o1	-1.5	2	0.0	-3	0	3.5	-1	-3	0.9	-12	0.6
COc1ccc(S(=O)(=O)N(CC(=O)NC2CCCCC2)c2ccc(F)cc2)cc1	-0.7	-3	-1.4	-6	-5	0.7	-4	2	-0.4	-9	-1.2
CCOC(=O)C(CNc1ccc(O)cc1)NC(=O)c1ccccc1 (stereo unspecified)	-1.9	-5	-0.9	-4	-1	.	-9	-3	-0.3	-9	-3.3
O=C(CSc1cn(CCNC(=O)c2ccccc2F)c2ccccc12)NCC1CCCO1 (stereo unspecified)	-1.0	-3	0.0	-2	-4	-0.3	1	1	-2.6	-6	-0.1
O=S(=O)(c1ccc(NC(=S)N2CCOCC2)cc1)N1CCCCC1	-1.6	-4	-1.5	4	-3	-0.3	0	10	-1.1	-1	-0.6
Cc1ccc(OCC(=O)N/N=C\c2ccncc2)c(C)c1	-1.4	0	-0.7	-2	2	-1.6	2	-2	-0.6	2	-2.7
